Compound activity (PubChem BioAssay)
TRPC4 potent = allosterically enhances the mouse TRPC4 cation channel. Q9QUQ5. HEK293 TRPC4beta/mu-opioid, DAMGO EC20, Fluo-4 Ca2+ flux; hits give high values. B-score at 10 µM. 310,000 compounds, 0.42% hits;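 active = B-score of calcium response area above 5 SD of library B-scores, with initial fluorescence ratio within 5 SD of library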;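 also: B-score of integrated fluorescence ratio over time as area under calcium response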
MrgX1 PAM = allosterically activates human MrgX1 receptor signaling; Q96LB2; MrgX1-HEK293, Fluo-4 calcium flux, FDSS; hits give high values; B-score at 10 µM; 310,000 compounds, 0.63% hits;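 active = plate-corrected calcium response at least 3 library SD above typical, normal starting fluorescence, not activating the receptor alone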;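 also: compound read alongside a low EC10 to EC30 dose of BAM8-22 agonist; peak minus trough fluorescence over baseline measured at the second addition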
TRPC6 inh = blocks the mouse TRPC6 cation channel. 310,000 compounds, 1.1% hits. B-score at 10 µM. Q61143. HEK293-TRPC6, membrane potential dye, ACh-evoked depolarization; hits give low values. AID 2553;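 active = B-score under library mean minus 3 SD, initial fluorescence not abnormally high, positive integrated signal ratio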;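 also: B-score derived from integrated fluorescence ratio over the kinetic read; more negative B-score means stronger inhibition of depolarization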
ANO1 activ = activators or potentiators of mouse TMEM16A chloride channel. Q8BHY3. HEK293 TMEM16A/YFP-H148Q/I152L, iodide quench fluorescence; hits give low values. B-score at 10 µM. 340,000 compounds, 0.3% hits;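 active = fluorescence-ratio B-score plate-corrected deviation score at least 3 library SD below zero, with starting fluorescence score within 5 deviations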;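 also: channel opened by trigger with iodide after compound preincubation; score built on the fluorescence ratio of max minus min over baseline; more negative score means more quench and so TMEM16A activation or potentiation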
Target sequence (Q8BHY3 whole entry, looked up): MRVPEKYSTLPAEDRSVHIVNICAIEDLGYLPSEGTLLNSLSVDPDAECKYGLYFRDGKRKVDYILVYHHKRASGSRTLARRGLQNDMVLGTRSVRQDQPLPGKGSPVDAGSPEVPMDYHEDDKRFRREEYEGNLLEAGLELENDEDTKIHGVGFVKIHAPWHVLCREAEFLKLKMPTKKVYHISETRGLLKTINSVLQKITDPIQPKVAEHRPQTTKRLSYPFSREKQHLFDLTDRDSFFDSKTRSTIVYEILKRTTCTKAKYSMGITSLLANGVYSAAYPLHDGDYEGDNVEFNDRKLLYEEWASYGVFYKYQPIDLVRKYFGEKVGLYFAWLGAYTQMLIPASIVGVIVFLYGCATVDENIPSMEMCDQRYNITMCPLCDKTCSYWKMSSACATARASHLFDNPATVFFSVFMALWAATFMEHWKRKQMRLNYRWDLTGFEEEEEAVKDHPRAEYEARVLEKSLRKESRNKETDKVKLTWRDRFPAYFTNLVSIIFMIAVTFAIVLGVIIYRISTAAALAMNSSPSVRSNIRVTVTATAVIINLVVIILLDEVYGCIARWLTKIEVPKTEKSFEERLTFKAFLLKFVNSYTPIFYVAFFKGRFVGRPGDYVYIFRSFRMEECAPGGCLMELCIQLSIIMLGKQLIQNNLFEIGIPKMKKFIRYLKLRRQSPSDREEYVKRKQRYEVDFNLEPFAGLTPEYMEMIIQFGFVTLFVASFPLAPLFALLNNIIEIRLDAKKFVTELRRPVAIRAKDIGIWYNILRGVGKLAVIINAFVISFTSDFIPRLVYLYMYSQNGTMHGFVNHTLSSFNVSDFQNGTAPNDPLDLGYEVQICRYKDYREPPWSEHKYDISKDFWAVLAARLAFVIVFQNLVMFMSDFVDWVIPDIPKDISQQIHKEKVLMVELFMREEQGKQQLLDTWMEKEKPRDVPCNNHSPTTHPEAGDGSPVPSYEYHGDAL
TRPC4 agonist = TRPC4 (mouse) channel activation | HEK293 TRPC4beta/mu-opioid, Fluo4 calcium fluorescence; hits give high values | AID 2237 | 310,000 compounds, 0.49% hits | B-score at 10 µM | Q9QUQ5;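 active = B-score above 5 SD of library B-scores, and initial fluorescence ratio not above library mean plus 5 SD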;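 also: positive B-score marks a calcium rise read as TRPC4 activation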
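Technique: kinetic Fluo4 calcium fluorescence; Test system: TRPC4beta and mu-opioid receptor HEK293 stable cells; Measure: B-scored integrated calcium fluorescence ratio; Benchmarks: low control buffer alone, high control maximal DAMGO; Schedule: 45 min room-temperature Fluo4 loading, 110 s read.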
SKKanGAS inh = blocks kanamycin growth of S. pyogenes SKKanGAS strain. BacTiter-Glo, 6 h. inhibition, % at 7.5 µM. 300,000 compounds, 1.3% hits. AID 1662;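 active = mean replicate score, as percent of positive control median, at least 50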;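 also: strain carries kanamycin resistance gene driven by streptokinase promoter and grows in 40 µg/ml kanamycin; loss of luminescence reflects streptokinase promoter inhibition or plain growth inhibition; 0% = median of DMSO wells and 100% = positive control at its reference dose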
MrgX1 antagonist = human MrgX1 receptor antagonism, primary screen. Q96LB2. MRGX1-HEK293 calcium flux, Fluo-4, BAM8-22 antagonism; hits give low values. B-score at 10 µM. 310,000 compounds, 1.3% hits. AID 588676;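 active = calcium-response B-score plate-corrected more than 3 library SD below zero, starting fluorescence within 5 deviations, no agonist response on first addition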;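 also: peak minus trough fluorescence over baseline after final BAM8-22 challenge near maximal dose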
TRPC6 activator = mouse TRPC6 channel activation | Q61143 | HEK293-TRPC6 membrane potential dye fluorescence; hits give high values | B-score at 10 µM | 310,000 compounds, 0.13% hits;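 active = B-score of the integrated fluorescence ratio above library mean plus 3 SD, and starting fluorescence ratio within library mean plus 5 SD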;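 also: higher score means more depolarization so channel activation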
TRPC4 block = TRPC4 (mouse) channel inhibition; HEK293 TRPC4beta/mu-opioid, DAMGO-evoked Fluo4 calcium flux; hits give low values; B-score at 10 µM; 300,000 compounds, 0.39% hits;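 active = B-score over 3 SD under the library average, no early fluorescence shift, positive overall ratio signal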
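Assay system: TRPC4beta/mu-opioid receptor HEK293 cell line; compound dosing: single concentration per test compound; detection: Fluo4 Ca2+ flux fluorescence; evaluation: per-well B score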
TMEM16A inh = blocks the mouse calcium-activated chloride channel TMEM16A | Q8BHY3 | HEK293 TMEM16A/YFP iodide influx fluorescence, ionomycin | normalized B-score (activity score, 25-100; higher = stronger inhibition) at 10 µM | 310,000 compounds, 1.2% hits;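 active = ratio plate-corrected score three or more library SD toward inhibition, starting fluorescence score within five deviations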;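 also: score derived from kinetic fluorescence span divided by baseline fluorescence per well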
MrgX1 ag = agonists of human MrgX1 receptor; MrgX1-HEK293 cells, Fluo-4 calcium fluorescence, agonist mode; hits give high values; B-score at 10 µM; 310,000 compounds, 0.44% hits; AID 588627;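 active = calcium response B-score plate-corrected fluorescence ratio at least 3 library SD, with starting fluorescence B-score inside 5 SD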
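Material: MrgX1-expressing HEK293 cells / Dosing: compound as first of three additions / Incubation: overnight seeding, then 1 h dark dye loading / Signal: Fluo-4 NW calcium fluorescence / Evaluation: B-scored fluorescence response ratio / Benchmarks: positive and negative control wells on each plate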
The depositor's hits bear a star; i = inactive; · = not tested or not shown.

SMILES | TRPC4 potent | MrgX1 PAM | TRPC6 inh | ANO1 activ | TRPC4 agonist | SKKanGAS inh | MrgX1 antagonist | TRPC6 activator | TRPC4 block | TMEM16A inh | MrgX1 ag
CCCC(=NCC(=O)O)C1=C(O)C(C(=O)OC)C(C)(C)CC1=O (centres undefined) | i | i | i | i | i | -2.2 | i | i | i | i | i
O=S1(=O)NC(=NCc2ccco2)c2ccccc21 | i | i | i | i | i | 3.5 | i | i | i | i | i
COc1ccc(-n2cnnc2SCC(=O)Nc2cccc([N+](=O)[O-])c2)cc1 | i | i | i | i | i | -8.4 | i | i | i | i | i
Cc1nc2cc(NC(=O)N3CC4(C)CC3CC(C)(C)C4)ccc2n1C (centres undefined) | i | i | -6.14* | i | i | -1.1 | i | i | i | i | i
Cc1ccccc1-n1c(Cn2c(=O)sc3ccccc32)nnc1SCC(=O)NCC1CCCO1 (centres undefined) | · | i | · | i | · | · | i | · | · | i | i
Cc1ccc2c(c1)-c1ccccc1S(=O)(=O)N2 | i | i | i | i | i | 0.2 | i | i | i | i | i
O=C(c1ccc(S(=O)(=O)Nc2ccccc2F)cc1)N1CCC1 | i | i | i | i | i | -2.7 | i | i | i | i | i
COc1cccc(NS(=O)(=O)c2cc3c4c(c2)CCC(=O)N4CCC3)c1 | i | i | i | i | i | 1.3 | i | i | i | i | i
Nc1ccn(-c2ncc(C(F)(F)F)cc2Cl)c(=O)n1 | i | i | i | i | i | -8.9 | i | i | i | i | i
CSc1ccc(CN2CCCCCC2)cc1 | i | i | i | i | i | 5.3 | i | i | i | i | i
CCCS(=O)(=O)N1CCCC(C(=O)NCCN2CCOCC2)C1 (centres undefined) | i | i | i | i | i | -0.6 | i | i | · | i | i
COc1ccc(S(=O)(=O)N2CCC(NC(=O)OCc3c(Cl)cccc3Cl)CC2)cc1 | i | i | i | i | i | 9.6 | i | i | i | i | i
CC1(OC(=O)CCc2ccccc2)C(=O)C=C2C=C(c3ccc(C#N)cc3)N(Cc3ccccc3)C=C2C1=O (centres undefined) | i | i | i | i | i | 16.2 | i | i | i | i | i
Cc1cccc(Cc2nnc(CCC(=O)N(C)CCc3ccccc3)o2)c1 | i | i | i | i | i | -1.5 | i | i | i | i | i
Cc1ccc(C(=O)Nc2ccccc2C(=O)N2CCCCC2C)cc1 (centres undefined) | i | i | i | i | i | 1.3 | i | i | i | i | i
C=CCn1c(SCc2nc3ccccc3c(=O)[nH]2)nnc1-c1cc2cc(Cl)ccc2o1 | i | i | i | i | i | 9.1 | i | i | i | i | i
CCCCn1c(N)c(N(CCOC)C(=O)CSCC(=O)Nc2cccc(C)c2)c(=O)[nH]c1=O | i | i | i | i | i | -3.0 | i | i | i | i | i
CC(=O)Nc1cccc(NC(=O)CSc2nc(=O)n3cccc(C)c3n2)c1 | i | i | i | i | i | -1.8 | i | i | i | i | i
O=C(Oc1ccc2ccc(=O)oc2c1)c1ccco1 | i | i | i | i | i | 2.1 | i | i | i | i | i
CCC1CCCCN1C(=O)C(=O)c1cn(CC(=O)N(CC)CC)c2ccccc12 (centres undefined) | i | i | i | i | i | 6.9 | i | i | i | i | i
Cc1ccc(Cn2c(CN3CCOCC3)nc3c2c(=O)n(C)c(=O)n3C)cc1 | i | i | i | i | i | -11.2 | i | i | i | i | i
CO/N=C(\C(=O)O)c1csc(NN=C(C)C)n1 | i | i | i | i | i | -2.0 | i | i | i | i | i
Cc1ccc(S(=O)(=O)N2CCN(C(C)C)CC2)cc1 | i | i | i | i | i | -13.3 | i | i | i | i | i
Cc1c(/C=N\NC(=O)c2cc3ccccc3o2)c2ccccc2n1C | i | i | i | i | i | -0.1 | i | i | i | i | i
COc1cc(OC)cc(C(=O)Nc2nnc(SCC(=O)NCc3ccco3)s2)c1 | i | i | i | i | i | 28.6 | i | i | i | i | i
Cc1cc2nc(CCN(Cc3cccnc3)C(=S)Nc3ccc(F)cc3)[nH]c2cc1C | i | i | i | i | i | -2.4 | i | i | i | i | i
CCCN1CCN(S(=O)(=O)c2ccc3c(c2)CC(C)N3C(=O)C2CC2)CC1 (centres undefined) | i | i | i | i | i | -2.3 | i | i | i | i | i
CC(C)c1ccc(NC(=O)CN(Cc2ccccc2)S(C)(=O)=O)cc1 | i | i | i | i | i | -0.2 | i | i | i | i | i
CC(C)(C)OC(=O)NCCC(=O)N/N=C/c1cccc2nccnc12 | i | i | i | i | i | -6.3 | i | i | i | i | i
COc1cc(OC)cc(C(=O)N[C@H](C(=O)OCC(=O)Nc2ccc(OC)c(OC)c2)C(C)C)c1 | i | i | i | i | i | -1.6 | i | i | i | i | i
CCn1c(COc2ccc(=O)n(-c3ccccc3)n2)nnc1SCc1ccc(OC)cc1 | i | i | i | i | i | -12.8 | i | i | i | i | i
Cc1ccc(S(=O)(=O)N2CCOCC2)cc1NC(=O)COC(=O)c1cc(=O)c2ccccc2o1 | i | i | i | i | i | -20.7 | i | i | i | i | i
O=C(COc1ccc(Cl)cc1Cl)NCCCn1ccnc1 | i | i | i | i | i | 16.3 | i | i | i | i | i
COc1ccc(C(=O)/C(C#N)=N/Nc2ccc([N+](=O)[O-])cc2)cc1 | i | i | -5.72* | i | i | 11.2 | i | i | i | 25* | i
CNc1cnn(-c2ccccc2)c(=O)c1Cl | i | i | i | i | i | -1.7 | i | i | i | i | i
CCOC(=O)CCCNC(=O)CN1C(=O)NC(CCc2ccccc2)C1=O (centres undefined) | i | i | i | i | i | 0.5 | i | i | i | i | i
Cc1ccc(NC(=O)CN(C)C(=O)COc2cccc3cccnc23)cc1 | i | i | i | i | i | 3.0 | i | i | i | i | i
C=CCOc1cccc(/C=C/c2nc3ccccc3c(=O)[nH]2)c1 | i | i | i | i | i | 5.3 | i | i | i | i | i
NC(=O)c1ccsc1NC(=O)CSc1ccccc1F | i | i | i | i | i | 1.0 | -4.87* | i | i | i | i
Nc1nc(SCC(=O)Nc2cc(C(F)(F)F)ccc2Cl)[nH]c(=O)c1NC(=O)c1ccco1 | i | i | i | i | i | -1.8 | i | i | i | i | i
CCN(CC)CCCNC(=O)c1cn(C)c2ccc(S(=O)(=O)N(C)C)cc2c1=O | i | i | i | i | i | -4.9 | i | i | i | i | i
CCN(CC)C(=O)CNc1ccc(C(F)(F)F)cc1[N+](=O)[O-] | i | i | i | i | i | 3.1 | i | i | i | i | i
NC(=O)COC(=O)c1ccccc1SCC(=O)NC1CCCCCCC1 | i | i | i | i | i | 20.3 | i | i | i | i | i
O=C(NCc1ccccn1)C1CCN(S(=O)(=O)c2ccc(Br)cc2)CC1 | i | i | i | i | i | -2.6 | i | i | i | i | i
O=C(Nc1cccc(S(=O)(=O)NC2=NCCCCC2)c1)c1cc(-c2ccccc2)nc2ccccc12 | i | i | i | i | i | 4.5 | i | i | i | i | i
CC(C)Oc1cccc(C(=O)Nc2ncn[nH]2)c1 | i | i | i | i | i | 0.6 | i | i | i | i | i
Cn1cc(Cl)c(/C(N)=N/OC(=O)c2ccccc2C(F)(F)F)n1 | i | i | i | i | i | -6.1 | i | i | i | i | i
CCOC(=O)CSc1ccc(-c2nc3cc(C)c(C)cc3[nH]2)cn1 | i | i | i | i | i | 4.8 | i | i | i | i | i
O=C(Nc1ccccc1C(=O)NC(Cc1ccccc1)C(=O)NC1CCCCCC1)c1ccccc1 (centres undefined) | i | i | i | i | i | 13.3 | i | i | i | i | i
COc1ccc(CC(=O)Nc2cccc3ccccc23)cc1OC | i | i | i | i | i | -0.6 | i | i | i | i | i
(list continues)
SMILES | TRPC4 potent | MrgX1 PAM | TRPC6 inh | ANO1 activ | TRPC4 agonist | SKKanGAS inh | MrgX1 antagonist | TRPC6 activator | TRPC4 block | TMEM16A inh | MrgX1 ag
CCc1cc(=O)[nH]c(SCC(=O)NCc2ccc3c(c2)OCO3)n1 | i | i | i | i | i | 1.3 | i | i | i | i | i
CCCCC(CC)CNC(=O)CCS(=O)(=O)c1cccc2nsnc12 (centres undefined) | i | i | i | i | i | 2.0 | i | i | i | i | i
CO/N=C(/COc1ccc(F)cc1)c1ccc(OC)cc1 | i | i | i | i | i | 1.8 | i | i | i | i | i
CC(C)(C)c1ccc(OCC(O)CSc2ncn[nH]2)cc1 (centres undefined) | i | i | i | i | i | -0.8 | i | i | i | i | i
C#CCOC(=O)c1ccccc1C(=O)O | i | i | i | i | i | 0.9 | i | i | i | i | i
CCn1cc(CNC(=O)c2c(-c3c(Cl)cccc3Cl)noc2C)c(C)n1 | i | i | i | i | i | -2.7 | i | i | i | i | i
CC(Oc1ccc(-c2ccccc2)cc1)C(=O)N1CCOCC1 (centres undefined) | i | i | i | i | i | -4.0 | i | i | i | i | i
Cc1ccccc1CNC(=O)C(=O)NCCC1CCCCN1S(=O)(=O)c1cccs1 (centres undefined) | i | i | i | i | i | 3.1 | i | i | i | i | i
C[C@H]1CN=C(Nc2ccccc2)N1CC1CCC1 | i | i | i | i | i | 2.4 | i | i | i | i | i
COc1ccc(CC(=O)NN2C(=O)c3ccccc3C2=O)cc1 | i | i | i | i | i | 2.9 | i | i | i | i | i
O=C(NC1CCCC1)C1CCCN1S(=O)(=O)c1cccc2cccnc12 (centres undefined) | i | i | i | i | i | -2.1 | i | i | i | i | i
COc1ccc(OCC(=O)Nc2ccc(NC(=O)c3cccs3)c(OC)c2)cc1 | i | i | i | i | i | 0.4 | i | i | i | i | i
COc1ccc(CC(=O)NNc2ncnc3c2cnn3C)cc1OC | i | i | i | i | i | 0.9 | i | i | i | i | i
CC(C)CCNC(=O)[C@H](CSCc1ccccc1)N1Cc2ccccc2C1=O | i | i | i | i | i | 4.9 | i | i | i | i | i
O=C(CSc1ccc2nnc(-c3cccnc3)n2n1)NCc1ccco1 | i | i | i | i | i | 7.7 | i | i | i | i | i
COc1ccc(OC)c(NC(=O)Cn2c(C)nc3ccccc3c2=O)c1 | i | i | i | i | i | -5.0 | i | i | i | i | i
COc1ccc(C)cc1NC(=O)c1ccc(-c2ccc(C(C)=O)cc2)o1 | i | i | i | i | i | -4.3 | i | i | i | i | i
